RGS7-Gao – RGS7-Galphao binding modulators, primary screen, biochemical, multiplexed bead flow cytometry | Guanine nucleotide-binding protein G(o) subunit alpha (Homo sapiens), P09471 | actives lie on both sides | binding response (% of control), % at 10 µM | hit rate 0.35% among 220,000; in the data active means binding response below about 49% or above about 150%; inconclusive means no clear call, values can overlap the other calls; inactive means in between;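 further: fluorescent Galphao held in activated GDP-AlF4 state binding bead-coupled RGS7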
Bim-Bfl-1 – inhibitors of Bim binding to Bfl-1, primary screen, biochemical, multiplexed, bead-based flow cytometry | Bcl-2-related protein A1 (Homo sapiens), Q16548 | Bim-Bfl-1 binding inhibition | inhibition, % at 10 µM | hit rate 0.12% among 190,000;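 further: 0% = wells without compound plus tracer and 100% = blocker peptide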
Bim-Mcl-1 – inhibitors of Bim peptide binding to Mcl-1, primary screen, biochemical, bead-based flow cytometry, multiplex | hit rate 0.1% among 190,000 | Bim peptide-Mcl-1 binding | inhibition, % at 10 µM | Induced myeloid leukemia cell differentiation protein Mcl-1 (Homo sapiens), Q07820;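 further: 0% = no compound tracer wells and 100% = peptide blocker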
Target sequence (Q07820 whole entry, looked up): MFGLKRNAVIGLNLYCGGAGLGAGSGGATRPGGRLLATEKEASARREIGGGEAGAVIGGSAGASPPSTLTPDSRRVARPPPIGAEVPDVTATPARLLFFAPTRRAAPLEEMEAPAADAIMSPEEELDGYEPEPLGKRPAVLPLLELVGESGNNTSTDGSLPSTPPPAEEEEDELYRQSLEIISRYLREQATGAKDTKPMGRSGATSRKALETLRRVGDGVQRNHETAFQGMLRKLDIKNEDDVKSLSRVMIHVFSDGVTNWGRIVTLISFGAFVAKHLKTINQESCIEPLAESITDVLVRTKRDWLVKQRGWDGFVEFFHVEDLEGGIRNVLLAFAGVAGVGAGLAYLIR
Bim-Bcl-B – inhibitors of Bim-Bcl-B binding, primary screen, biochemical, multiplexed, human Bcl-2 family; hit rate 0.073% among 190,000; inhibition, % at 10 µM; bead-based flow cytometry, Bim peptide-Bcl-B binding;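 further: 0% = tracer peptide without compound and 100% = reference inhibitor peptide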
Target sequence (Q9HD36 whole entry, looked up): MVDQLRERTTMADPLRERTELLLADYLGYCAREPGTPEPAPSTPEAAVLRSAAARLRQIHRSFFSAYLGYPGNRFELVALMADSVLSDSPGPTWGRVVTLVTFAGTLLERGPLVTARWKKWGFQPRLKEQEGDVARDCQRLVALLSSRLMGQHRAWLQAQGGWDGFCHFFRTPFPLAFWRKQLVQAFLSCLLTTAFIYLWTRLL
Bim-Bcl-W – inhibitors of Bim binding to Bcl-W, primary screen, biochemical, multiplexed, bead-based flow cytometry; Bcl-2-like protein 2 (Homo sapiens), Q92843; Bim peptide-Bcl-W binding; inhibition, % at 10 µM; hit rate 0.02% among 190,000;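 further: 0% = bound tracer without compound and 100% = peptide blocker; higher means less fluorescent Bim peptide bound to Bcl-W beads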
Target sequence (Q92843 whole entry, looked up): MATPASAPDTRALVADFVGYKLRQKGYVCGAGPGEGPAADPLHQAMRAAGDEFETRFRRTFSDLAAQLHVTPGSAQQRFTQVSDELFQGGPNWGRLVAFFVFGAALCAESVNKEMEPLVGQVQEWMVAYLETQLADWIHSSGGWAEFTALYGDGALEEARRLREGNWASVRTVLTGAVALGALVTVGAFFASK
RGS8-Gao – RGS8-Galphao binding modulators, primary screen, biochemical, multiplexed bead flow cytometry | Guanine nucleotide-binding protein G(o) subunit alpha (Homo sapiens), P09471 | actives lie on both sides | response (percent of control binding), % at 10 µM | hit rate 0.34% among 220,000; in the data active means response below about 60% or above about 140%; inactive means in between;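 further: Galphao activated as the GDP aluminium fluoride complex binding bead-coupled RGS8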
Bim-Bcl-XL – inhibitors of Bim-Bcl-XL binding, primary screen, biochemical, multiplexed, bead flow cytometry, human Bcl-XL | inhibition, % at 10 µM | Bcl-2-like protein 1 (Homo sapiens), Q07817 | hit rate 0.04% among 190,000 | AID 1007, 2008 | Bim peptide-Bcl-XL binding, fluorescence
Target sequence (Q07817 whole entry, looked up): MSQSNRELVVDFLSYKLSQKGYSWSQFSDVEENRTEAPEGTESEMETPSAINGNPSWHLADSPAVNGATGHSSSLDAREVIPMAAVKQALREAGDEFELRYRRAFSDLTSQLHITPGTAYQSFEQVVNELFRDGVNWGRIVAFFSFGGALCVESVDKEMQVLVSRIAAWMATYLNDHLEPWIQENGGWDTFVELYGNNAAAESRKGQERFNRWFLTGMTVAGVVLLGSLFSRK
RGS4-Gao reg – modulators of RGS4 binding to Galphao, primary screen, biochemical, multiplexed bead flow cytometry | hit rate 0.33% among 220,000 | binding response (% of control), % at 10 µM | actives lie on both sides | Guanine nucleotide-binding protein G(o) subunit alpha (Homo sapiens), P09471 | AID 1415, 2008; in the data active means binding response below about 49% or above about 150%; inactive means in between;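 further: fluorescent Galphao activated with aluminum fluoride binding bead-coupled RGS4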
Bim-Bcl-2 – inhibitors of Bim-Bcl-2 binding, primary screen, biochemical, multiplexed, human Bcl-2 family. Apoptosis regulator Bcl-2 (Homo sapiens), P10415. Bead-based flow cytometry, Bim peptide-Bcl-2 binding. AID 950, 2007. hit rate 0.06% among 190,000. inhibition, % at 10 µM; in the data active means inhibition above about 40%; inconclusive means no clear call, values can overlap the other calls;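 further: 0% = no compound wells with probe peptide and 100% = reference peptide inhibitor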
Mcl1-Bid inh – Mcl-1/Bid binding inhibitors, primary screen, biochemical, TR-FRET, 1536-well | Induced myeloid leukemia cell differentiation protein Mcl-1 (Homo sapiens), Q07820 | inhibition, % at 21.7 µM | TR-FRET Mcl-1/Bid-Dy647 peptide binding | AID 1021, 2008 | hit rate 0.97% among 220,000;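 active means compounds that cut the binding signal by more than half at the single screening dose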;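 further: His-tagged Mcl-1 with europium anti-His antibody binding Bid BH3 peptide; 0% = Mcl-1 plus peptide wells and 100% = peptide-only wells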
Mcl1-Noxa inh – Mcl-1/Noxa binding inhibitors, primary screen, biochemical, TR-FRET, 1536-well | Induced myeloid leukemia cell differentiation protein Mcl-1 (Homo sapiens), Q07820 | TR-FRET Mcl-1/Noxa peptide binding, 2 h | inhibition, % at 21.7 µM | hit rate 1.5% among 220,000;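 active means compounds that cut the protein-peptide binding signal by more than 50% relative to plate controls in a single-dose test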;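 further: His-tagged Mcl-1 with rhodamine Noxa BH3 peptide and terbium anti-His antibody; 0% = Mcl-1 plus Noxa peptide wells and 100% = peptide-only wells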
Active calls of the source: *; ? = inconclusive; . = no result given; & = joins results of further samples. Unless noted, no stated cut-off is given here; in the data, active means inhibition above about 40%.

SMILES | RGS7-Gao | Bim-Bfl-1 | Bim-Mcl-1 | Bim-Bcl-B | Bim-Bcl-W | RGS8-Gao | Bim-Bcl-XL | RGS4-Gao reg | Bim-Bcl-2 | Mcl1-Bid inh | Mcl1-Noxa inh
C=C(C)C(=O)Nc1cccc(C2=NOC3(C2)C[C@@H](C(N)=O)N(C(=O)/C=C/C=C/C)C3)c1 (some centres undefined) | ? | . | . | . | . | 90 | . | 94 | . | -55 | 97*
CCSc1nnc(NC(=O)Cn2cnc3c2c(=O)n(C)c(=O)n3C)s1 | ? | -6 | 10 | -4 | -2 | 98 | -3 | 96 | -4 | -14 | 12
COc1cccc(/C=N/Nc2nc(Nc3ccc([N+](=O)[O-])cc3)nc(N3CCCC3)n2)c1O | 99 | -2 | 0 | -1 | 0 | 99 | 0 | 101 | -2 | -67 | -27
Cc1cccc(NC(=O)CSc2nnc(NC(=O)c3ccco3)s2)c1 | 95 | -4 | 2 | -6 | 3 | 98 | -2 | 100 | 0 | -25 | 2
O=c1c2ccccc2nc2n1-c1ccccc1CCC2 | 99 | -13 | -4 | -9 | 2 | 98 | -21 | 97 | -11 | -13 | 1
Nc1ccc2nc(-c3ccc(N)c(Cl)c3)[nH]c2c1 | 101 | 8 | 3 | -1 | 2 | 102 | 0 | 101 | 5 | -125 | -77
CC(OC(=O)c1nsc(Cl)c1Cl)C(=O)NCc1ccc2c(c1)OCO2 (centres undefined) | 100 | -8 | 0 | -8 | 0 | 101 | -7 | 99 | -10 | -21 | .
O=C(/C=C\NCC(=O)c1ccccc1)c1ccc2ccccc2c1 | 104 | -6 | -5 | -8 | -6 | 104 | -4 | 102 | -6 | -6 | 11
CCCN(Cc1ccccc1)C(=S)Nc1cccc(C)c1C | 99 | -4 | 0 | 0 | -1 | 99 | 1 | 103 | -3 | -54 | 1
O=C(Cn1c(C(F)(F)F)nc2ccccc21)c1ccc(Cl)cc1 | 106 | -12 | -4 | -15 | -1 | 109 | 9 | 107 | -7 | 7 | -2
CS(=O)(=O)Nc1cccc(C(=O)CC2(O)C(=O)Nc3ccc(Br)cc32)c1 (centres undefined) | 98 | 2 | 3 | 3 | 1 | 93 | 5 | 99 | -5 | -6&-13 | 5&-4
O=c1cnc2cc([N+](=O)[O-])ccc2[nH]1 | 95 | 3 | 12 | 8 | 14 | 90 | 8 | 94 | 2 | 8 | -14
CCc1cccc(NC(=S)N(CCN(C)C)C(C)c2ccncc2)c1 (centres undefined) | ? | . | . | . | . | 102 | . | 102 | . | -125 | 5
CCOC(=O)c1ccc(N2C(=O)CC(Nc3ccc(O)cc3)C2=O)cc1 (centres undefined) | ? | . | . | . | . | 100 | . | 97 | . | -101 | 12
Cc1ccc(Nc2nc(Oc3ccc(=O)[nH]n3)nc(N(C)C)n2)cc1 | 102 | -15 | -5 | -13 | -3 | 99 | -1 | 105 | -12 | -1 | 13
FC(F)Oc1ccc(/C=N/c2c(-c3ccc(OC(F)F)cc3)nc3n2CCS3)cc1 | 103 | -5 | -4 | -1 | -6 | 101 | -7 | 101 | 1 | -21 | 17
CC(C)CCOC(=O)C[N+](C)(C)CCOC1CC2CCC1(C)C2(C)C (centres undefined) | 97 | 9 | 0 | 1 | 6 | 101 | 0 | 103 | 3 | -40 | 19
O=c1oc2ccccc2cc1-c1nc2c(s1)CCCC2 | 104 | -14 | -3 | -7 | -3 | 102 | -8 | 101 | -10 | 10 | 9
COc1ccccc1NC(=O)c1ccc(NC(=O)CN2CCN(C(=O)c3ccco3)CC2)cc1 | 96 | -2 | 0 | -3 | 0 | 99 | -1 | 93 | 1 | -25 | -1
CCN1C(=O)c2ccccc2S(=O)c2ccc(C(=O)NCCCN3CCCC3=O)cc21 (centres undefined) | 104 | -9 | 1 | -5 | 0 | 102 | -3 | 100 | -9 | -11 | -6
Cc1oc(C(C)(C)C)cc1C(=O)Nc1cccc(C(=O)O)c1 | 101 | -7 | 0 | -5 | 3 | 101 | -4 | 102 | -5 | -4 | -5
COc1ccc(-n2c(C)cc(-c3cn4cccc(C)c4n3)c2C)cc1 | 100 | -4 | -3 | -3 | -2 | 99 | -4 | 99 | -4 | -36 | 7
Cc1cccn2c(=O)c3cc(C(=O)NCc4ccco4)c(=N)n(C(C)C)c3nc12 | 96 | 0 | 0 | 0 | 5 | 97 | 0 | 99 | -4 | 3 | 20
Clc1nnc(N2CCCCC2)c2ccccc12 | 98 | -6 | 1 | -3 | -1 | 100 | -1 | 99 | -3 | 1 | 7
O=C(NN1C(=O)C2C3C=CC(C4CC34)C2C1=O)c1ccc(Cl)cc1 (centres undefined) | 100 | -2 | -4 | -3 | -3 | 100 | -4 | 100 | -1 | -11 | -4
SMILES | RGS7-Gao | Bim-Bfl-1 | Bim-Mcl-1 | Bim-Bcl-B | Bim-Bcl-W | RGS8-Gao | Bim-Bcl-XL | RGS4-Gao reg | Bim-Bcl-2 | Mcl1-Bid inh | Mcl1-Noxa inh
Cn1c(Cn2cnc3ccccc32)nnc1SCC(=O)CC(=O)Nc1ccccc1 | 99 | -10 | 0 | -8 | 0 | 80 | -2 | 97 | -8 | -30 | 9
Cc1ccc2cccc(OCCOCCOc3ccccc3Br)c2n1 | 105 | -8 | -4 | -3 | -4 | 107 | -7 | 104 | -4 | 3 | 9
COC(=O)Cn1cc(/C=C(/C#N)C(=O)N2CCOCC2)c2ccccc21 | 102 | -3 | 0 | -2 | -1 | 100 | 0 | 100 | 0 | -34 | 3
CCOC(=O)C(NC(=O)NCc1ccc(OC)cc1)(OCC)C(F)(F)F (centres undefined) | 99 | -12 | -2 | -11 | -8 | 100 | -6 | 101 | -7 | -19 | -6
Oc1ccc(-c2[nH]ncc2-c2cnn(-c3ccccc3)c2)c(O)c1 | ? | -6 | 1 | -5 | 0 | 102 | -2 | 104 | -3 | -35 | 21
CC1(C)CC(=O)c2sc(NC(=O)c3cccs3)nc2C1 | 106 | -1 | -3 | -3 | -3 | 104 | -5 | 103 | 0 | 9 | 12
CC1=C(C)CC(C(=O)NCc2ccccn2)C(C(=O)O)C1 (centres undefined) | ? | . | . | . | . | 102 | . | 104 | . | -22 | 15
O=C(NCc1ccco1)C(c1ccccc1)N(C(=O)Cc1cccs1)c1ccccc1 (centres undefined) | 97 | -3 | -2 | -7 | -3 | 100 | -4 | 97 | -3 | -11 | -6
CC(C)(C)Nc1nc(Oc2ccc(=O)[nH]n2)nc(N2CCOCC2)n1 | 101 | -6 | 0 | -5 | 0 | 102 | -2 | 101 | -2 | -4 | -2
COCCn1c(-c2ccccc2)csc1=Nc1cccnc1 | 102 | -1 | 0 | -2 | 4 | 102 | 1 | 103 | -1 | -1 | 41
Cc1ccc(-c2csc(/C(C#N)=C(\O)CCl)n2)cc1 | 103 | -3 | -1 | -6 | -3 | 107 | -3 | 102 | -2 | -1 | 35
CN(C)c1ccnc2sc3c(SCc4ccc(Cl)cc4)ncnc3c12 | 98 | -2 | -5 | -7 | -5 | 105 | -8 | 103 | -2 | -50 | -90
Cc1ccc(-c2nn(-c3ccccc3)cc2C(=O)N2CCOCC2)cc1 | 102 | -16 | -1 | -9 | -1 | 103 | -4 | 102 | -9 | 3 | 9
Cc1ccc(-n2c(SCc3ccc([N+](=O)[O-])cc3)nc3ccccc3c2=O)cc1 | 99 | -11 | 0 | -6 | -1 | 97 | 0 | 89 | -3 | 8 | 8
CCCc1cc(=O)[nH]c(SCC(=O)c2cc(C)n(CC(F)(F)F)c2C)n1 | ? | -9 | 0 | -4 | 1 | 100 | -2 | 98 | -8 | -33 | 14
Cc1occc1-c1nnc(SCC(=O)N2CCOCC2)n1CCc1ccccc1 | 105 | -10 | 0 | -8 | 2 | 103 | -9 | 100 | -6 | -26 | 10
CCOc1cc(N2CCOCC2)c(OCC)cc1NC(=O)CCS(=O)(=O)c1ccc(Cl)cc1 | 93 | -7 | 0 | -4 | 2 | 100 | -7 | 98 | -2 | 101* | 19
CCCCc1nc(Cl)c(C#N)c2c1CCC2 | ? | . | . | . | . | 106 | . | 107 | . | -9 | -5
O=C(COc1ccc(Cl)cc1)NCc1nnc(SCC(=O)N2CCCC2)o1 | 99 | -1 | 2 | -4 | 4 | 99 | 0 | 100 | -3 | -12 | 5
CC(=O)c1ccc(N2CCN(C(=O)/C=C/c3ccc4ccccc4n3)CC2)cc1 | ? | -4 | 0 | -3 | -2 | 103 | 0 | 102 | -2 | -23 | 19
O=C(CN1C(=O)NC2(CCCCCC2)C1=O)c1ccc2c(c1)OCCO2 | 101 | -3 | -3 | -3 | -4 | 101 | -1 | 100 | 1 | -18 | -20
Fc1ccccc1COc1ccccc1CNCc1ccncc1 | 99 | 0 | 0 | 0 | -3 | 101 | -3 | 100 | 2 | 17 | 22
O=Cc1cn(-c2ccccc2)nc1-c1ccc2c(c1)OCCO2 | 100 | -2 | -5 | -5 | -5 | 98 | -5 | 100 | -4 | 4 | -4
O=C(Nc1ccc(N2CCCCC2)c(Cl)c1)c1ccc2c(c1)OCCO2 | 97 | -12 | -3 | -7 | 0 | 101 | -4 | 99 | -2 | -21 | 12
COc1ccc(OCc2nnc3n2N=C(c2ccc(OC)cc2)CS3)cc1 | 96 | -5 | 1 | -3 | 0 | 96 | 0 | 99 | -5 | -18 | -20
CCn1c(-c2nn(C)cc2Cl)n[nH]c1=S | 102 | 3 | -4 | -9 | 0 | 99 | -5 | 101 | -2 | -24 | 14
CCOC(=O)C1=NOC2COC3(CCN(c4ncccn4)CC3)OCC12 (centres undefined) | 97 | -13 | -1 | -6 | -2 | 105 | -4 | 99 | -6 | -5 | 2
Cc1noc(C)c1CSCC(=O)OCC(=O)N1CC(=O)Nc2ccccc21 | 96 | -1 | 0 | -3 | -2 | 104 | -1 | 101 | 0 | -11 | -11

Whole records as entered above:
Entry for `Cn1c(Cn2cnc3ccccc32)nnc1SCC(=O)CC(=O)Nc1ccccc1` = RGS7-Gao = 99; Bim-Bfl-1 = -10; Bim-Mcl-1 = 0; Bim-Bcl-B = -8; Bim-Bcl-W = 0; RGS8-Gao = 80; Bim-Bcl-XL = -2; RGS4-Gao reg = 97; Bim-Bcl-2 = -8; Mcl1-Bid inh = -30; Mcl1-Noxa inh = 9
Entry for `O=C(CN1C(=O)NC2(CCCCCC2)C1=O)c1ccc2c(c1)OCCO2` = RGS7-Gao = 101; Bim-Bfl-1 = -3; Bim-Mcl-1 = -3; Bim-Bcl-B = -3; Bim-Bcl-W = -4; RGS8-Gao = 101; Bim-Bcl-XL = -1; RGS4-Gao reg = 100; Bim-Bcl-2 = 1; Mcl1-Bid inh = -18; Mcl1-Noxa inh = -20
